Screening data as filed in PubChem.
JMJD2A Tudor inh – inhibitors of human JMJD2A Tudor domain; O75164; AlphaScreen JMJD2A-Tudor / H3K4me3 peptide binding; Potency, µM (series often up to 114 µM), for inactives: at the top dose activity change, negative = inhibition, actives largely listed as inhibitors; actives 4.4% (n = 390,000); also: potency is read from the fitted curve at half-maximal effect; % is scaled to controls: 0 for no effect and ±100 for the full control effect; nearly all actives have a fitted effect of over 50% in size
PI4K2A block – blocks human PI4K2A kinase activity | purified PI4K2A, ADP-Glo luminescence, 1 h; active compounds read low | actives 0.13% (n = 420,000) | Q9BTU6 | activity change, negative = inhibition, % at 76.9 µM; in the data active = activity change below about -50%; inconclusive = mostly about -30% to -49%;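 also: -100% = wells without enzyme as full effect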
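PI4K2A activity was measured by ADP-Glo luminescence: enzyme (4 ug/mL stock) and phosphatidylinositol (1.2 mM stock) in Tris pH 7.5/MgCl2/EGTA/Triton X-100 buffer were reacted with ATP (300 microM stock) for one hour at ambient temperature.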
Pin1 inhibitor – blocks the human prolyl isomerase Pin1 | Pin1 FP peptide displacement, HiFluor488, 10 min | Potency, µM (doses to about 115 µM), inactives show top-dose activity, negative = inhibition, actives largely listed as inhibitors | actives 0.009% (n = 390,000) | AID 504891; active = well fitted inhibition curve with a large enough effect in the polarisation, with a control signal flat, not every such curve was filed as active; inconclusive = small, poorly fitted or top-dose-only effect, or effect the other way, or a change in a side signal; inactive = no such curve, though single readings can be large or run the other way; the % refers to the polarisation; also: potency is read from the fitted curve at half-maximal effect; % is scaled to controls: 0 for no effect and ±100 for the full control effect
G9a block – blocks human histone lysine methyltransferase G9a | G9a H3K9 monomethylation, AlphaScreen, 2 h | Potency, µM (doses to about 102 µM), for inactives: top-dose activity, negative = inhibition, hits mostly inhibitors | actives 8.8% (n = 350,000) | AID 504332; also: potency is read from the fitted curve at half-maximal effect; % is scaled to controls: 0 for no effect and ±100 for the full control effect; nearly all actives have a fitted effect of over 75% in size
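Using a bead-based AlphaScreen, monomethylated H3K9 product from 2 h room-temperature reactions (G9a 20 nM, peptide 500 nM, SAM 20 uM) was detected with 0.5 ug/mL rabbit anti-H3K9me1 antibody.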
GLS inh – inhibitors of human glutaminase (GLS) | O94925 | GLS enzymatic activity, qHTS titration | Potency, µM (doses to about 45.5 µM), for inactives: top-dose activity change, negative = inhibition, usual class: inhibitors | actives 0.21% (n = 410,000) | AID 624170; also: potency is read from the fitted curve at half-maximal effect; % is scaled to controls: 0 for no effect and ±100 for the full control effect
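Assay buffer: 45 mM KH2PO4 pH 8.2, 0.02% Tween-20. hKGA acts on L-glutamine (1 mM solution added); product glutamate is reported by an oxidase/peroxidase Amplex Red coupling, with fluorescence taken at baseline and 30 min.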
ERG-DNA inh – ERG Ets/DNA interaction inhibition; fluorescence polarization, His-ERG Ets domain / labelled DNA; Potency, µM (titrated, usually from 76.9 µM), without a hit: at the highest dose FP activity, negative = inhibition, most hits filed as inhibitors; actives 0.028% (n = 370,000); AID 624246; active = well fitted inhibition curve with a large enough effect in the polarisation, with a control signal flat; inconclusive = small, poorly fitted or top-dose-only effect, or effect the other way, or a change in a side signal; inactive = no such curve, though single readings can be large or run the other way; the % refers to the polarisation;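 also: polarization taken with two DNA probes labelled with fluorescein and Texas red; potency is read from the fitted curve at half-maximal effect; % of control where 0% means no effect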
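His-tagged ERG Ets domain (1 uM in the protein solution; 300mM KCl, 50mM Tris-HCl, 1mM EDTA, 1mM DTT, pH 7.5) received compound, then a probe mix of 5 nM fluorescein-DNA and 100nM Texas-615-DNA. Fluorescence polarization was read for both dyes.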
BAZ2B inh – blocks human BAZ2B; Q9UIF8; AlphaScreen BAZ2B-H3K14Ac peptide displacement; Potency, µM (top dose mostly 114 µM), for the others: at the highest dose activity change, negative = inhibition, hits mostly inhibitors; actives 4.4% (n = 360,000); AID 504333; also: potency is read from the fitted curve at half-maximal effect; % is scaled to controls: 0 for no effect and ±100 for the full control effect; nearly all actives have a fitted effect of over 60% in size
Target sequence (Q9UIF8 whole entry, looked up): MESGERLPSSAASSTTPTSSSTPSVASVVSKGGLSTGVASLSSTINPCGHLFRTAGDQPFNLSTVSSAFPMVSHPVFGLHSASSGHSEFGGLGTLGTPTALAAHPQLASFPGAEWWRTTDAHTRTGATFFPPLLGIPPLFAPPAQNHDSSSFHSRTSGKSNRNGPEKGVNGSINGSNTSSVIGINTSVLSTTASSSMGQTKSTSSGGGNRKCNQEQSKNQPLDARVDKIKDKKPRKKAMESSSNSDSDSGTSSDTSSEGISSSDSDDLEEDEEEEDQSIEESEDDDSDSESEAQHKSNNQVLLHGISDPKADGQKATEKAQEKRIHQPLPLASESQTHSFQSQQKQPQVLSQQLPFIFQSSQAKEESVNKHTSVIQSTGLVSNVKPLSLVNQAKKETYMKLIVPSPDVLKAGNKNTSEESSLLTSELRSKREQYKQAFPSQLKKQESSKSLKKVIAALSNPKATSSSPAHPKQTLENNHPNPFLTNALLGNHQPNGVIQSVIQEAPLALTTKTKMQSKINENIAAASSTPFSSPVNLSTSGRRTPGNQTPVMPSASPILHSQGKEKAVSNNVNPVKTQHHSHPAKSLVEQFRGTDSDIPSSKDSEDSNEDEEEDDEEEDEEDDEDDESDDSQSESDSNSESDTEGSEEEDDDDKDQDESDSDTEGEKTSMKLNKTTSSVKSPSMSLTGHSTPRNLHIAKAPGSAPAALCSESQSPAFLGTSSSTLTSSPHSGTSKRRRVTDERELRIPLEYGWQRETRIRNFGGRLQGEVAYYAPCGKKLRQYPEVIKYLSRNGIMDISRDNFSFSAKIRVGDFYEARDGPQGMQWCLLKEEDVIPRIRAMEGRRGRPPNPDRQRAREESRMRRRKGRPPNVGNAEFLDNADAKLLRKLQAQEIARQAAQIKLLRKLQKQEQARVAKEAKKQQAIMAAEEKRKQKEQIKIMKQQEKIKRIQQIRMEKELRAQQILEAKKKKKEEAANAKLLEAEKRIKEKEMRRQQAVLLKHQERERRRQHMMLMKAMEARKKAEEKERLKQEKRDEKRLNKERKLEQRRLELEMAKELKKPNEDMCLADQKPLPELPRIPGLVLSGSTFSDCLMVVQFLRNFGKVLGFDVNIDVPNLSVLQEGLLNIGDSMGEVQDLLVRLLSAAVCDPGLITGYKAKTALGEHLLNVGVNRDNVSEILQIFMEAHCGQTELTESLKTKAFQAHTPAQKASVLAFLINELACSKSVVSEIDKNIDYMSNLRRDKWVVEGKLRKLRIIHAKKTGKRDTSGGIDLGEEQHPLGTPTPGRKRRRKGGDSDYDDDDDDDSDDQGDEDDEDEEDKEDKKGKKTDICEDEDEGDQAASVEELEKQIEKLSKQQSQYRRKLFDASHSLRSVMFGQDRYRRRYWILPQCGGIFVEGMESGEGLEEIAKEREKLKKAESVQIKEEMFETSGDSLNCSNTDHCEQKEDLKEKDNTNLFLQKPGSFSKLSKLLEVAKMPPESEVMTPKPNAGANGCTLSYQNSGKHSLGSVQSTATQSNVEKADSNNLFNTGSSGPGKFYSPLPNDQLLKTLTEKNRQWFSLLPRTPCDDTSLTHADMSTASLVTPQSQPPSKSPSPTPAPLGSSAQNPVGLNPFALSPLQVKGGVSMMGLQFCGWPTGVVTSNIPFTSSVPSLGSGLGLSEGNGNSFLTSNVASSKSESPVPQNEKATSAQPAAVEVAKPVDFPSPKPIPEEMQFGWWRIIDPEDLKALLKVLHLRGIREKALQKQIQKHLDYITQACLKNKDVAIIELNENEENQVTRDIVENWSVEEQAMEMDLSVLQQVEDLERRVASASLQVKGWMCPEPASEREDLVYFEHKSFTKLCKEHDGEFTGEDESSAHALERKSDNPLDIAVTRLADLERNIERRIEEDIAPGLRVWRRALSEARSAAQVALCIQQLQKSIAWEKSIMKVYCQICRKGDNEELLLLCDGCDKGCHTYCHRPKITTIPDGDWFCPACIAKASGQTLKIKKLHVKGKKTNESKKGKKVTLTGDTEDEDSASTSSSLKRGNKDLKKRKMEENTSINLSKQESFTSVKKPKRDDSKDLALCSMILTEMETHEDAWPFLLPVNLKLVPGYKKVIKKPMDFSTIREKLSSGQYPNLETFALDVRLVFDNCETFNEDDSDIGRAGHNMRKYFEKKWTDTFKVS
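Compounds, titrated to a top concentration of 110 uM, were incubated 30 min at room temperature with preformed BAZ2B/acetyl-K14 H3 peptide complex (50 nM each). Proximity signal was measured by AlphaScreen after 20 min with beads.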
PGK inhibitor – blocks T. brucei phosphoglycerate kinase; PGK/GAPDH coupled, Kinase-Glo luminescence, 60 min; actives 0.043% (n = 380,000); Potency, µM (top dose mostly 57.5 µM), without a hit: top-dose activity change, negative = inhibition, most hits filed as inhibitors; P07378; also: potency is read from the fitted curve at half-maximal effect; % is scaled to controls: 0 for no effect and ±100 for the full control effect; nearly all actives have a fitted effect of over 60% in size
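Luminescent ATP detection (Kinase-Glo Plus) follows a 60-minute room-temperature incubation, with wells lacking PGK as controls. Buffer: 100 mM TEA (pH 7.6), 5 mM MgCl2, 0.01% Tween-20. Coupling enzyme GAPDH (100 nM final) supplies unstable 1,3-BPG in-well.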
HP1b chromo inh – HP1-beta chromodomain-methylated histone interaction inhibition; AlphaScreen HP1-beta / biotin-H3K9me3 peptide binding; Potency, µM (doses to about 114 µM), for inactives: top-dose activity change, negative = inhibition, actives largely listed as inhibitors; actives 0.56% (n = 390,000); AID 540317; also: potency is read from the fitted curve at half-maximal effect; nearly all actives have a fitted effect of over 70% in size; inactives centre near 23
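HP1-beta protein (50 nM final) preincubated 30 min at room temperature with biotinylated H3(1-18)K9me3 peptide (50 nM) in PBS pH 7.4, 0.01% Tween-20, then compound added for 30 min. AlphaScreen streptavidin donor/nickel chelate acceptor beads (10 ug/mL final), 30 min dark, luminescence read.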
* hit, by the source's call; i = inactive; ? = inconclusive; / = not tested or not shown; & = joins results of further samples; [ ] = remark or other dose. Unless noted, calls follow the shape of the dose curve; as a rule, active = well fitted curve in the direction sought with a large enough effect; inconclusive = small, poorly fitted or top-dose-only effect, or another doubt; inactive = no such curve, though single readings can be large; an effect the other way counts as inactive or inconclusive.

molecule	JMJD2A Tudor inh	PI4K2A block	Pin1 inhibitor	G9a block	GLS inh	ERG-DNA inh	BAZ2B inh	PGK inhibitor	HP1b chromo inh
COc1cc2c(c(OC)c1OC)-c1ccc(OC)c(=O)cc1[C@@H](N(C)CC#CCO)CC2	0%	5	-4%	-8%[2.33 µM]	0%	-10%	0%	-2%	21%[57 µM]
O=C(c1ccc2c(c1)OCO2)N1CCCC(c2ccccc2)C1 (stereo unspecified)	-3%	-2	0%	13%	-3%	/	8%	i	35%
COc1ccc(C(=O)N2CCC(C(=O)Nc3ccc(OC)cc3OC)CC2)cc1	-6%	-3	3%	-6%[59 µM]	11%	2%	-2%	12%	18%
O=C(Nc1cccc(-c2cscn2)c1)C1CCN(Cc2ccccn2)CC1	-33%	2	11%	26%[12.7 µM]	0%	25%	?	-2%	28%
O=C(Nc1ccncc1)c1ccc(Cl)c(S(=O)(=O)N2CCCCC2)c1	-10%	2	-1%	-10%[0.501 µM]	-1%	6%	-18%	-3%	63%[activator]
COc1ccc(N2CCN(c3nc4c(c(=O)n(C)c(=O)n4C)n3CCCc3ccccc3)CC2)cc1	-5%	0	10%	5%	1%	12%	-6%	i	31%[activator]
CCN(CC)S(=O)(=O)c1cccc(-c2nc3n(n2)Cc2ccccc2-3)c1	-32%	13	?	50µM*	-4%	?	-33%	-16%	24%
CC(C)C1Nc2ccc(C(=O)NCc3ccco3)cc2NC1=O (stereo unspecified)	0%	-17	-18%	79µM*	-21%	-4%	-3%	-1%	3%
COC(=O)c1nc(N)sc1C(C)C	8%	-3	0%	37%[activator][12.7 µM]	-13%	15%	-35%	6%	21%
O=C1NC(=O)c2cc(NC(=O)c3cccc4ccccc34)ccc21	-14%	-3	-1%	0%	6%	14%	-9%	-1%	3%
CCCCc1nn2c(=O)cc(COC(=O)c3ccccc3NC(=O)c3cccs3)nc2s1	-3%	-3	-12%	30%[59 µM]	-5%	2%	4%	-4%	46%
COc1ccc(C(C(=O)NC2CCCC2)N(CCO)C(=O)Cn2nnc(-c3ccc(C)o3)n2)cc1 (stereo unspecified)	-8%	6	2%	24%	16%	-6%	6%	5%	3%
Cc1ccc(CN2CCC(=O)N2)cc1	-9%	-3	1%	?	30%	-2%	?	-2%	28%
Cc1nn(C)cc1CNC(=O)c1ccc(F)cc1	1%	-3	-4%	5%[59 µM]	-11%	/	-1%	i	40%[activator]
CC(C)(C)c1ccc(COC(=O)CNC(=O)CNC(=O)Cc2ccccc2)cc1	-18%	-2	2%	-16%	1%	/	-1%	6%	21%
COc1ccc(-c2nc(CNS(=O)(=O)c3ccc(OC)c(OC)c3)cs2)cc1	-6%	0	0%	20%[59 µM]	-1%	-3%	7%	i	36%
O=c1c2ccccc2nc(SCc2ccc([N+](=O)[O-])cc2)n1-c1ccccc1	-34%	5	10%	-10%[12.7 µM]	9%	-9%	?	-5%	?
O=c1cc(-c2ccccc2)oc2ccccc12	-12%	0	1%	-1%[12.7 µM]	6%	-6%	-5%	-7%	25%
FC(F)(F)c1nnc2c(Sc3ccc(Cl)cc3)nc3ccccc3n12	4%	-2	-1%	50%[12.7 µM]	-1%	-1%	2%	i	20%
O=C(Cn1cnc2ccccc21)Nc1ccccc1-c1ccccc1	-11%	-3	3%	/	4%	8%	0%	i	12%
CC(=O)Nc1ccc(S(=O)(=O)NCC2CCC(C(=O)NCc3ccccc3)CC2)cc1 (stereo unspecified)	-12%&3%	-5&-1	1%&15%	-42%	-13%&23%	1%&-1%	-16%&3%	7%	37%&37%[activator]
COC(=O)c1ccc(C(=O)OC)c(NC(=S)N2CCC(C)CC2)c1	?	-7	-1%	-13%	1%	/	-32%	i	15%
C/C(=N/NC(=O)c1ccccc1)C(=O)O	-4%[57.1 µM]	6	-1%	/	13%	1%	36%[activator]	1%	40%[activator]
CCC(C(=O)NCc1ccccc1OC)c1ccccc1 (stereo unspecified)	4%	0	-1%	52%[activator]	8%	-20%	1%	0%	34%[activator]
O=c1[nH]c(N2CCOCC2)nc2c1CCCC2	-4%	4	-9%	14%[59 µM]	-17%	-11%	-1%	-4%	44%[activator]
COCCCN(Cc1ccco1)C(=O)Cn1ncc2c(=O)oc3ccc(C)cc3c21	-1%[11.4 µM]	4	-6%	?	8%	8%	-26%	i	56%[activator]
COc1ccc(C(=O)Nc2ccccc2C(=O)OCc2cc(=O)n3nc(C4CC4)sc3n2)cc1	1%	-1	-4%	20%[59 µM]	0%	-3%	-7%	9%	12%
Cc1cccc(C)c1Nc1nnc(SCC(=O)c2ccc(Br)s2)s1	?	1	19%	-15%[59 µM]	16%	-6%	-8%	4%	?
O=C(NCc1ccccc1Cl)c1ccc(CSc2nc3ccncc3[nH]2)cc1	-27%	4	7%	-38%	2%	-3%	-21%	6%	14%
Cc1ccc(C(=O)NCc2ccco2)cc1S(=O)(=O)N1CCCC1	-25%	1	-4%	/	8%	16%	-24%	i	-8%
CCOc1ccc(CNC(=O)c2ccc3c(c2)c(C)c(C)n3Cc2ccc(Cl)cc2)cc1	-32%	-2	6%	-24%[59 µM]	-5%	-4%	-26%	2%	14%
COc1ccc(CCn2ccc(O)c(Cc3ccc(Cl)cc3Cl)c2=O)cc1OC	-13%	5	10%	-3%	-2%	11%	-28%	-3%	12%
COc1ccc(C(=O)Nc2ccc(S(=O)(=O)NC(C)C)cc2)cc1	-16%	-3	-7%	-29%[59 µM]	1%	-2%	7%	20%	35%
CSc1nnc2c3cc(F)ccc3n(C)c2n1	-12%	-1	0%	-7%[0.501 µM]	-8%	-7%	?	-11%	33%[activator]
COc1ccc(CNC(=O)c2cncc(Br)c2)cc1	-18%	2	-2%	-3%	-4%	4%	-1%	i	60%[activator]
COc1ccc(OC)c(S(=O)(=O)NCCc2csc3nc(-c4ccccc4)nn23)c1	-2%	1	?	5%[59 µM]	2%	-1%	-1%	i	27%
CSC(=S)N(C)C1CCS(=O)(=O)C1 (stereo unspecified)	-6%	-2	-2%	27%[59 µM]	-3%	-1%	-2%	-4%	27%
COc1ccc(CCNC(=O)c2ccc(Cn3c(=O)c4cccn4c4cccnc43)cc2)cc1OC	-34%	-3	28%	?	1%	-3%	?	-11%	18%
O=C1Nc2ccc(Br)cc2C1Cc1ccccc1F (stereo unspecified)	-12%	0	?	/	-5%	0%	1%	5%	44%[activator]
CCOC(=O)c1c(C=O)c(C)n(Cc2ccc(C)cc2)c1C	?	0	3%	?	-13%	1%	?	-6%	0%
Cc1ccc(-c2cc(C(=O)NCCCN3CCOCC3)no2)cc1	-17%	4	?	3%[12.7 µM]	4%	-5%	8%	/	24%
CCOc1ccc2oc(=O)cc(CN3CCN(c4cc(C)ccc4C)CC3)c2c1	-19%	6	1%	-4%[59 µM]	-13%	-8%	-2%	7%	23%
CCOCC(=O)Nc1ccc(S(=O)(=O)N2CCC(c3nc4ccccc4[nH]3)CC2)cc1	-4%	-3	0%	?	-7%	2%	3%	-2%	28%
CCOc1ccccc1NC(=O)CSc1nnc(-c2cccnc2)o1	-12%	1	1%	9%[0.501 µM]	15%	-3%	10%	-4%	-1%
CC(=O)Nc1cccc(C(=O)/C=C/c2ccc(C)cc2)c1	-18%	14	5%	-7%[59 µM]	9%	5%	-32%	-2%	-4%
O=C(Nc1ccccc1)c1cc(S(=O)(=O)N2CCCCC2)ccc1N1CCOCC1	-12%	0	-1%	?	0%	10%	-7%	6%	25%

Profiles as entered above. Screens in order: JMJD2A Tudor inh | PI4K2A block | Pin1 inhibitor | G9a block | GLS inh | ERG-DNA inh | BAZ2B inh | PGK inhibitor | HP1b chromo inh
Profile of CSc1nnc2c3cc(F)ccc3n(C)c2n1 : -12% | -1 | 0% | -7%[0.501 µM] | -8% | -7% | ? | -11% | 33%[activator]
Profile of CSC(=S)N(C)C1CCS(=O)(=O)C1 (stereo unspecified) : -6% | -2 | -2% | 27%[59 µM] | -3% | -1% | -2% | -4% | 27%
Profile of COc1ccc(CCNC(=O)c2ccc(Cn3c(=O)c4cccn4c4cccnc43)cc2)cc1OC : -34% | -3 | 28% | ? | 1% | -3% | ? | -11% | 18%
Profile of COc1ccc(CNC(=O)c2cncc(Br)c2)cc1 : -18% | 2 | -2% | -3% | -4% | 4% | -1% | i | 60%[activator]
Profile of COc1ccc(CCn2ccc(O)c(Cc3ccc(Cl)cc3Cl)c2=O)cc1OC : -13% | 5 | 10% | -3% | -2% | 11% | -28% | -3% | 12%

Some entries already given, reduced to PI4K2A block and BAZ2B inh:
molecule	PI4K2A block	BAZ2B inh
CCOCC(=O)Nc1ccc(S(=O)(=O)N2CCC(c3nc4ccccc4[nH]3)CC2)cc1	-3	3%
COc1ccc(CNC(=O)c2cncc(Br)c2)cc1	2	-1%
